Source: PubChem BioAssay
ATXN viability = cell viability loss in ATXN counter-screen; hit rate 0.49% among 400,000; Potency, µM (top dose mostly 56.7 µM), actives largely listed as cytotoxic; S2 cells (HEK-293 line with an ATXN2-luciferase reporter) viability, CellTiter-Fluor protease fluorescence, 24 h; AID 651635; also: potency is read from the fitted curve at half-maximal effect; nearly all actives have a fitted effect of over 40% in size
TGFb SMAD3 inh = TGF-b pathway inhibition; HepG2 CAGA-GFP TGF-b/SMAD3 reporter, GFP fluorescence, 18 h; TGF-beta stimulated, 500 pg/mL final; Potency, µM (series often up to 46.1 µM), for inactives: at the highest dose activity, negative = inhibition, most hits filed as inhibitors; hit rate 1.2% among 410,000; AID 588855; also: potency is read from the fitted curve at half-maximal effect; % is scaled to controls: 0 for no effect and ±100 for the full control effect; nearly all actives have a fitted effect of over 65% in size
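HEPG2 CAGA-GFP reporter cells (1000/well, DMEM with 1% FBS) received compounds, then recombinant TGF-beta at 500 pg/mL final for 18 hours at 37 degrees C. Per-cell GFP summed per well was normalised to unstimulated and stimulated DMSO controls before curve fitting.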
Nrf2 block = blocks Nrf2 signaling | A549 ARE-Fluc reporter, luciferase luminescence, 18-24 h | AID 504444 | hit rate 2.1% among 360,000 | Potency, µM (series often up to 46 µM), for the others: top-dose activity change, negative = inhibition, hits mostly inhibitors; also: potency is read from the fitted curve at half-maximal effect; % is scaled to controls: 0 for no effect and ±100 for the full control effect; nearly all actives have a fitted effect of over 60% in size
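Reporter: ARE-Fluc in A549. Exposure: 18-24 h, 37 °C, 5% CO2, 5% FBS OPTI-MEM. Readouts: fluorescent cytotoxicity (CellTiter-Fluor), then luminescent Nrf2 signal after BugLite.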
MCF10A rereplic = DNA re-replication induction in MCF 10a cells; MCF 10A DNA re-replication, Hoechst nuclear intensity, 48 h; hit rate 2.9% among 350,000; Potency, µM (doses to about 46.1 µM), for the others: at the top dose activity, positive = re-replication, actives largely listed as activators; AID 624296; also: potency is read from the fitted curve at half-maximal effect; % of control where 0% means no effect; nearly all actives have a fitted effect of over 50% in size
IL-1B inflam inh = inhibitors of inflammasome signaling (IL-1 beta secretion). THP-1 LPS/ATP IL-1B secretion, AlphaLISA, 16 h; hits give low values. activity change, % at 57.5 µM. hit rate 4.7% among 360,000; in the data active = activity change below about -50%; inconclusive = mostly about -30% to -49%; also: % is scaled to controls: 0 for no effect and ±100 for the full control effect
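THP-1 cells pretreated 1 hr with compounds (up to 57.5 uM final), then stimulated with LPS (250 ng/mL final) plus ATP (1.25 mM final); secreted IL-1B measured by AlphaLISA after 16 hr, decreased signal indicating inhibition.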
ATXN2 expr inh = reduces ATXN2 reporter expression in HEK-293 cells; hit rate 0.72% among 360,000; HEK-293 ATXN2-luciferase reporter, luminescence, 24 h; Potency, µM (titrated, usually from 57 µM), without a hit: at the top dose activity change, negative = inhibition, most hits filed as inhibitors; also: potency is read from the fitted curve at half-maximal effect; % is scaled to controls: 0 for no effect and ±100 for the full control effect; nearly all actives have a fitted effect of over 55% in size
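ATXN2-luciferase reporter cells (luciferase flanked by upstream and downstream ATXN2 gene portions) were treated 24 h at 37 °C with compounds at up to 57 uM. SteadyGlo luminescence gave expression; GF-AFC fluorescence gave viability.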
A549 viability = kills or reduces viability of A549 cells in Nrf2 counter-screen. A549 ARE-Fluc cells, CellTiter-Fluor viability, 18-24 h. Potency, µM (highest dose often 46 µM), inactives show at the top dose activity change, negative = cytotoxicity, actives largely listed as inhibitors. hit rate 0.16% among 390,000; also: potency is read from the fitted curve at half-maximal effect; % is scaled to controls: 0 for no effect and ±100 for the full control effect
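Cytotoxicity counterscreen: CellTiter-Fluor fluorescence was measured in A549 ARE_Fluc cells after 18-24 h of compound exposure in a concentration series. The subsequent BugLite luminescent read reports ARE-luciferase activity.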
HepG2 tox = kills HepG2 cells in TGF-b inhibitor counter-screen; HepG2 CAGA-GFP viability, ATP luminescence, 18 h; Potency, µM (titrated, usually from 46.1 µM), inactives show at the top dose activity change, negative = cytotoxicity, hits mostly cytotoxic; hit rate 0.76% among 410,000; AID 588856; also: potency is read from the fitted curve at half-maximal effect; some results filed as inactive show a strong effect at the top dose
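HepG2 CAGA-GFP cells (1000/well, DMEM with 1% FBS) received compound, then TGF-beta at 500 pg/mL final, and were incubated 18 hours at 37 degrees C. Viability was read by CellTiter-Glo luminescence. Media-only wells were set as complete cell-killing and DMSO as no toxicity.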
Nrf2 activator = activates Nrf2 signaling; AREc32 ARE-luciferase reporter (MCF7-derived line), luminescence, 24 h; Potency, µM (highest dose often 46.1 µM), inactives show at the top dose activation, hits mostly activators; hit rate 0.31% among 410,000; AID 624171; also: potency is read from the fitted curve at half-maximal effect; % of control where 0% means no effect; nearly all actives have a fitted effect of over 65% in size
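Luciferase luminescence (Steady-Glo, 30 min at room temperature) served as the read-out of ARE activation in AREc32 cells treated with compounds for 24 hr at 37 deg C.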
* hit, by the source's call; i = inactive; ? = inconclusive; / = not tested or not shown; & = joins results of further samples; [ ] = dose if it differs, or a comment. Unless noted, calls follow the shape of the dose curve; as a rule, active = well fitted curve in the direction sought with a large enough effect; inconclusive = small, poorly fitted or top-dose-only effect, or another doubt; inactive = no such curve, though single readings can be large; an effect the other way counts as inactive or inconclusive.

SMILES	ATXN viability	TGFb SMAD3 inh	Nrf2 block	MCF10A rereplic	IL-1B inflam inh	ATXN2 expr inh	A549 viability	HepG2 tox	Nrf2 activator
COc1ccc(Cn2nnnc2C(c2ccccc2Cl)N2CCN(C)CC2)cc1 (stereo not given)	i	-14%	/	0%	-29	-6%	-2%	-9%	0.0%
Nc1ncnc2c1ncn2[C@@H]1O[C@H](CNCC(O)CO)[C@@H](O)[C@H]1O (stereo not given in full)	i	-3%	-5%	-8%	13	2%	1%	-1%	-1.2%
CN(C)c1ccc(C2CNC(c3ccc(Cl)c([N+](=O)[O-])c3)c3[nH]c4ccccc4c32)cc1 (stereo not given)	?	8.9µM*	-4%	4.1µM*	-25	/	-11%	-33%	12%
CNC(=O)c1sc(=S)n(-c2ccc(OC)cc2)c1N	i	8%	-2%	-1%	16	12%	5%	1%	4.4%
N#Cc1ccc(NC(=O)c2cccs2)nc1	i	-2%	?	-3%	-20	13%	-4%	-30%	9.1%
COc1ccc(S(=O)(=O)NCC(c2ccc(N(C)C)cc2)N2CCCC2)cc1 (stereo not given)	/	-15%	/	/	/	/	0%	-1%	-0.7%
O=C(Nc1cccc(S(=O)(=O)N2CCCCC2)c1)c1ccc(Cl)nc1	?	-27%	21µM*	28%	22	/	-7%	-10%	-0.4%
COc1cccc(CNS(=O)(=O)c2ccc(-c3cc(C(F)(F)F)on3)s2)c1	/	-14%	?	/	/	/	-1%	-33%	-0.4%
O=C(O)C1=C[C@@H](C2CCCCC2)C[C@@H](OCc2ccc(CO)cc2)O1	i	11%	1%	3%	16	10%	-1%	5%	-0.2%
CCN(CC)S(=O)(=O)c1cc(NS(=O)(=O)c2cccc(Cl)c2)ccc1C	i	?	-18%	?	16	2%	5%	-5%	2.5%
COc1c2ccoc2cc2oc(=O)ccc12	i	-14%	-15%	-3%	-9	-10%	3%	-13%	-0.1%
Cc1cccc2cc(COC(=O)c3ccco3)c(=O)[nH]c12	?	-1%	-7%	?	3	-8%	0%	-15%	-0.6%
CC1CN(C(=O)c2cc(S(=O)(=O)N3CCN(c4ccccc4)CC3)ccc2Cl)CC(C)O1 (stereo not given)	i	-25%	?	6%	5	-27%	-9%	-13%	-0.3%
COc1cc(/C(C)=N/NC(=O)C(O)(c2ccccc2)c2ccccc2)ccc1O	i	4%	1%	0%	-4	-11%[11.3 µM]	1%	-2%	0.4%
Cc1noc(C)c1COc1ccccc1C(=O)N(C)Cc1ccc(C(C)(C)C)cc1	i	11µM*	?	12%	54	/	-19%	-26%	2.5%
C=CCc1ccc(OCc2ccc(C(=O)Nc3ccc(NC(C)=O)cc3)o2)c(OC)c1	?	?	?	?	10	34%[activator]	-2%&-1%	-34%&-45%	-0.3%&-0.1%
COc1ccc(-c2cc(C)no2)cc1S(=O)(=O)NCc1cccs1	/	-4%	?	/	/	/	0%	3%	0.4%
C=C(C)C(=O)Nc1nnc(-c2cccs2)s1	?	-23%	7%	10µM*	31	1%	0%	7%	0.3%
CC(C)NC(=O)N(C)C[C@H]1Oc2ccc(NS(=O)(=O)c3cccs3)cc2C(=O)N([C@H](C)CO)C[C@@H]1C	i	3%	14%	-1%	16	-3%	1%	-1%	0.1%
COc1ccc(CCN2C(=O)C3C4CC(C5C(C(N)=O)=NOC45)C3C2=O)cc1OC (stereo not given)	i	14%	/	-5%	0	10%	0%	5%	-0.1%
Cn1c(=O)n(C)c2cc([N+](=O)[O-])c(N3CCN(CCO)CC3)cc21	i	1%	-12%	0%	8	-9%	-8%	2%	-0.1%
COc1ccc(OC)c2sc(N3CCN(C(=O)c4ccc5c(c4)CCCC5)CC3)nc12	?	?	/	/	/	?	-15%	-7%	4.4%
Cc1cccc(NC(=S)NC2CCCCCC2)c1C	i	-25%	-5%	11%	32	-3%	25%	-12%	0.0%
CC1=C(C(=O)NC2CC(C)(C)Cc3c2cnn3-c2ccc(C)cc2)OCCO1 (stereo not given)	i	0%	-24%	-1%	0	-15%	-16%	12%	-1.3%
CCCOc1ccc(N2CC(C(=O)Nc3ccccc3C(=O)NCc3ccco3)CC2=O)cc1 (stereo not given)	i	0%	/	-12%	0	-12%	3%	-15%	3.5%
The listing continues:
SMILES	ATXN viability	TGFb SMAD3 inh	Nrf2 block	MCF10A rereplic	IL-1B inflam inh	ATXN2 expr inh	A549 viability	HepG2 tox	Nrf2 activator
O=C(O)C1SCCN1S(=O)(=O)c1ccc2ccccc2c1 (stereo not given)	i	-3%	1%	-178%[0.0737 µM]	3	-7%	0%	-2%	0.1%
COCc1cc(Sc2ccc(Br)cc2)nc(-c2ccccc2)n1	i	0%	?	?	6	-1%	?	-11%	-0.6%
Nc1cc(C(=O)OCC(=O)NCc2ccco2)ccc1Cl	i	?	5%	-5%	11	-7%	-3%	4%	0.5%
COc1ccc(OCC(=O)N/N=C/c2ccncc2)cc1	i	21%	1%	0%	1	17%	-8%	-14%	-0.2%
Nc1nc2nc[nH]c2c(=O)[nH]1	i	9%	10%	-5%	-4	-4%	-11%	3%	-1.0%
COCCCNC(=O)CSc1nc(-c2cccc(F)c2)[nH]c1-c1ccccc1	i	?	15µM*	/	/	-17%	-24%	-10%	0.1%
CCCCNc1nc2c(c(=O)n(Cc3ccc(Cl)cc3)c(=O)n2C)n1C	i	-3%	?	/	/	-21%	-14%	1%	0.2%
CCOC1=C2CN(S(=O)(=O)c3ccc(C)cc3)[C@H](c3cccs3)C[C@H]2[C@H]2C(=O)N(c3ccccc3)C(=O)[C@H]2C1	?	-3%	/	/	92	-17%	/	-6%	-0.7%
O=C1CCc2cc(NS(=O)(=O)c3ccc(F)cc3)cc3c2N1CC3	i	18%	?	14%	36	6%	-1%	2%	4.5%
COc1ccc(NC(=O)CSc2nc(C3CC3)nc3ccccc23)cc1	i	-2%	?	?	?	-10%	-13%	-11%	11%
CCCCCCNC1=NCCS1	?	4%	9%	-1%	9	?	5%	-9%	0.0%
CCOC(=O)C1CCCN(S(=O)(=O)c2ccc(Br)c(OC)c2)C1 (stereo not given)	i	?	/	?	0	-9%	18%	-4%	2.0%
COCCNC(=O)CN(C(=O)CCC(=O)Nc1ccccn1)c1ccc(C)cc1C	i	-10%	4%	-4%	16	0%	5%	2%	-0.2%
Cc1ccc(CS(=O)(=O)Cc2ccc(C(=O)NC3CCCC3)o2)cc1	i	-4%	-17%	14%	4	/	0%	-6%	0.8%
CC(C)NC(=O)c1ccc(COc2ccc(C(C)(C)C)cc2)o1	i	-6%	?	?	-14	32%[activator]	10%	-14%	3.4%
COC(=O)c1ccc2c(=O)n(CCCCCC(=O)O)c(=S)[nH]c2c1	i	3%	?	-35%[inhibitor]	42	-32%	1%	2%	-0.9%
Cc1ccc(C(C)C)c(OCCCN2CCc3ccccc3C2)c1	?	?	10%	20%	26	/	1%	-47%	3.8%
CC(C)CN1C=C2C(=O)C(C)(OC(=O)C3CCCC3)C(=O)C=C2C=C1c1ccsc1 (stereo not given)	i	-2%	11%	?	1	6%	3%	-5%	5.7%
COCCN1C=C2C(=O)C(C)(OC(=O)CCC(=O)OC)C(=O)C(Br)=C2C=C1c1ccc(OC)cc1 (stereo not given)	i	-10%	17%	2%	10	2%	-10%	-1%	3.4%
Cc1ccc(S(=O)(=O)NC(CN2CCOCC2)=NCCNS(=O)(=O)c2ccccc2)cc1	i	14%	0%	-182%[0.0737 µM]	-4	-3%	-3%	3%	-0.3%
CCOCCCn1c(C)nc2c(c1=O)c1nc3ccccc3nc1n2-c1ccc2c(c1)OCCO2	?	5%	-11%	16%	17	-25%	-2%	-1%	-2.7%
CCO[C@H]1OC(C(=O)NCc2nc3ccccc3[nH]2)=C[C@@H](c2cn(C(C)=O)c3ccccc23)[C@@H]1CCCO	i	?	?	-13%	-14	-6%	-9%	0%	-0.1%
CS(=O)(=O)NCCCc1ccccc1	i	7%	19%	-10%	7	6%	-5%	1%	0.3%
Cc1ccc(S(=O)(=O)N2CCOCC2)cc1NC(=O)Cn1nc(C)c([N+](=O)[O-])c1C	i	3%	-19%	0%	3	-1%	4%	-18%	0.4%

By substructure: the compounds so far with fluorine
SMILES	ATXN viability	TGFb SMAD3 inh	Nrf2 block	MCF10A rereplic	IL-1B inflam inh	ATXN2 expr inh	A549 viability	HepG2 tox	Nrf2 activator
COc1cccc(CNS(=O)(=O)c2ccc(-c3cc(C(F)(F)F)on3)s2)c1	/	-14%	?	/	/	/	-1%	-33%	-0.4%
COCCCNC(=O)CSc1nc(-c2cccc(F)c2)[nH]c1-c1ccccc1	i	?	15µM*	/	/	-17%	-24%	-10%	0.1%
O=C1CCc2cc(NS(=O)(=O)c3ccc(F)cc3)cc3c2N1CC3	i	18%	?	14%	36	6%	-1%	2%	4.5%

4 compounds drawn at random from the list so far:
SMILES	ATXN viability	TGFb SMAD3 inh	Nrf2 block	MCF10A rereplic	IL-1B inflam inh	ATXN2 expr inh	A549 viability	HepG2 tox	Nrf2 activator
Nc1nc2nc[nH]c2c(=O)[nH]1	i	9%	10%	-5%	-4	-4%	-11%	3%	-1.0%
CCCCCCNC1=NCCS1	?	4%	9%	-1%	9	?	5%	-9%	0.0%
Nc1cc(C(=O)OCC(=O)NCc2ccco2)ccc1Cl	i	?	5%	-5%	11	-7%	-3%	4%	0.5%
CS(=O)(=O)NCCCc1ccccc1	i	7%	19%	-10%	7	6%	-5%	1%	0.3%

Shown with values under each structure: two of the compounds above.
Results follow in this order: ATXN viability | TGFb SMAD3 inh | Nrf2 block | MCF10A rereplic | IL-1B inflam inh | ATXN2 expr inh | A549 viability | HepG2 tox | Nrf2 activator
- COc1ccc(OCC(=O)N/N=C/c2ccncc2)cc1
 : i | 21% | 1% | 0% | 1 | 17% | -8% | -14% | -0.2%
- Nc1nc2nc[nH]c2c(=O)[nH]1
 : i | 9% | 10% | -5% | -4 | -4% | -11% | 3% | -1.0%
